# Screening results deposited in PubChem BioAssay by National Center for Advancing Translational Sciences (NCATS).
# AmpC inh detg: AmpC beta-lactamase inhibition with detergent present; P00811; AmpC hydrolysis of nitrocefin, absorbance 480 nm, 0.01% Triton; Potency, µM (doses to about 114 µM), for the others: top-dose activity change, negative = inhibition, usual class: inhibitors; 0.041% of 370,000 active;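 further: potency means the concentration at half of the fitted maximal effect; 0% = no-compound wells and -100% = no-enzyme wells; nearly all actives have a fitted effect of over 25% in size; some results filed as inactive show a strong effect at the top dose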
# Target sequence (P00811 whole entry, looked up): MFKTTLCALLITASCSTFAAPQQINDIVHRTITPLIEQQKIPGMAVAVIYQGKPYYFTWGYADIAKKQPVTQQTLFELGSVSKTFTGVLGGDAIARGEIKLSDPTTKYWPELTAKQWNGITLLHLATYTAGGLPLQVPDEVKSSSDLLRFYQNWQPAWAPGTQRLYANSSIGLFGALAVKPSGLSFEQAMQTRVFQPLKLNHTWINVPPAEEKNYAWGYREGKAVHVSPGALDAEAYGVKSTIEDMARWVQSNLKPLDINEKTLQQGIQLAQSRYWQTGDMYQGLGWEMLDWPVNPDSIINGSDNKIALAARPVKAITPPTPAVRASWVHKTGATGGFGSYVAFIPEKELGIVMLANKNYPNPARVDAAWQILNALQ
#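 20 mM phosphate pH 7.0 + 0.01% (detergent screen) or 0.0001% Triton X-100; 5.3 nM AmpC reagent; cpd preinc 15 min RT; nitrocefin (800 uM stock) to start; A480 q20 s × 4 min; Activity was normalised to no-enzyme and no-compound control wells.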
# HCMV inh: inhibitors of human cytomegalovirus; AID 1259415; 4.5% of 410,000 active; HFF cells, HCMV-luciferase reporter, 72 h; active compounds read low; activity change, negative = inhibition, % at 57.5 µM; in the data active means activity change below about -60%; inconclusive means no clear call, values can overlap the other calls; inactive means above about -39%
#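 Two-dose cell screen: HFF monolayers treated with compounds and infected with luciferase-expressing HCMV at 1 PFU/cell, 72 h at 37C, then lysed for luciferase measurement.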
# Sm TGR block: blocks Schistosoma mansoni thioredoxin glutathione reductase; purified TGR, DTNB reduction, TNB absorbance 405 nm; Potency, µM (highest dose often 114 µM), for inactives: at the top dose activity change, negative = inhibition, hits mostly inhibitors; Q962Y6; AID 485364; 3% of 360,000 active; further: potency means the concentration at half of the fitted maximal effect; nearly all actives have a fitted effect of over 60% in size
#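 TGR 20 nM + NADPH 100 uM (dispensed conc.), cpd preinc 15 min RT; start with NADPH (500 uM addition) then DTNB (15 mM addition). Kinetic TNB absorbance, 405 nm filter. Four-parameter Hill fit across titration.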
# HCV inhibitor: HCV inhibition; Huh7.5.1 HCVcc-Cre infection, luciferase reporter, 44 h; Potency, µM (titrated, usually from 41.8 µM), inactives show at the highest dose activity change, negative = inhibition, most hits filed as inhibitors; 3.4% of 340,000 active; further: potency means the concentration at half of the fitted maximal effect
#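 After 44 h co-culture of compound, cells and HCVcc-Cre (~0.5 moi), substrate is added for 15 min at room temperature and luciferase measured over 15 sec. Cells were seeded at 1,000/well and pre-cultured 4 h.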
# AmpC inh no detg: inhibitors of E. coli AmpC beta-lactamase without detergent; P00811; AmpC nitrocefin hydrolysis, absorbance 480 nm, 0.0001% Triton; Potency, µM (highest dose often 57.1 µM), for inactives: at the top dose activity change, negative = inhibition, hits mostly inhibitors; 0.52% of 330,000 active; AID 485341;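 further: potency means the concentration at half of the fitted maximal effect; plate controls were no compound for no effect and no enzyme for full effect; nearly all actives have a fitted effect of over 20% in size; some results filed as inactive show a strong effect at the top dose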
#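 20 mM phosphate pH 7.0 + 0.01% (detergent screen) or 0.0001% Triton X-100; 5.3 nM AmpC reagent; cpd preinc 15 min RT; nitrocefin (800 uM stock) to start; A480 q20 s × 4 min; Activity was normalised to no-enzyme and no-compound control wells.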
# Giardia FBPA inh: inhibitors of Giardia lamblia fructose-1,6-bisphosphate aldolase. A8B2U2. 0.71% of 290,000 active. purified Giardia FBPA. Potency, µM (series often up to 59.6 µM), inactives show top-dose activity, negative = inhibition, hits mostly inhibitors; further: potency means the concentration at half of the fitted maximal effect; nearly all actives have a fitted effect of over 55% in size
# Target sequence (A8B2U2 whole entry, looked up): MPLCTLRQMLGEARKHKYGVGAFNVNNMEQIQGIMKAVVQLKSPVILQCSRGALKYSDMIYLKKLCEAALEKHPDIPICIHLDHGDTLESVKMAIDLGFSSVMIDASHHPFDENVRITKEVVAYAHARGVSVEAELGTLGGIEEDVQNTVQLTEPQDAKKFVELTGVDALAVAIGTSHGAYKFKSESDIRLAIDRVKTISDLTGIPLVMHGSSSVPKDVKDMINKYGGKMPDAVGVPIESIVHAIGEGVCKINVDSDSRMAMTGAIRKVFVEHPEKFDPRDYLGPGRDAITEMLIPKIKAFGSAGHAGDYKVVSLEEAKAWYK
#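 40 nM FBPA preincubated 10 min at RT with compound (up to 57.5 uM final), then substrate plus GAPDH/TPI/NAD/arsenate coupling and diaphorase/resazurin added. Fluorescence read after 20 min at RT, 525/598 nm.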
# * = called active by the depositor; u = inconclusive; x = no result given; & = joins results of further samples; [ ] = dose if it differs, or a comment. Unless noted, the call rests on the fitted dose curve; in most records, active means well fitted curve in the direction sought with a large enough effect; inconclusive means small, poorly fitted or top-dose-only effect, or another doubt; inactive means no such curve, though single readings can be large; an effect the other way counts as inactive or inconclusive. Unless noted, on the % scale 0 is the no-effect control and ±100 the full control effect.
SMILES,AmpC inh detg,HCMV inh,Sm TGR block,HCV inhibitor,AmpC inh no detg,Giardia FBPA inh
Cc1ccc2c(cnn2C(=O)CCCC(=O)NC(C)c2ccccc2)c1 (stereo unspecified),-15%,54,-14%,-24%,6%,1%
CCOc1cc(/C=C2/C(=N)N3N=C(C)SC3=NC2=O)ccc1OS(=O)(=O)c1ccc(C)cc1,-3%,-25,8%,9%,-41%,4%
CC1CCCCC1NC(=O)CCCN1C(=O)c2ccccc2C1=O (stereo unspecified),x,-20,x,9%,-2%,x
CC(NC(=O)/C(C#N)=C/c1ccc(Cl)c([N+](=O)[O-])c1)c1ccccc1 (stereo unspecified),8%,-100*,u,35µM*,-13%,-15%
COc1ccc(C(C)=O)cc1COC(=O)CNC(=O)C1CCCCC1,x,-15,x,2%,-8%,x
CCC(=O)Nc1nc2c(OC)ccc(C)c2s1,0%,39,-23%,u,-2%,-3%
Cc1ccc(NC(=O)C2CCN(S(=O)(=O)c3ccc4c(c3)CCCN4C(=O)C3CCC3)CC2)cc1,1%,-4,-8%,x,x,x
O=C(Nc1ccc2c(c1)CCC2)c1ccc(Cl)nc1,9%,-10,6%,u,-25%,-28%
CCOC(=O)C(CC)N1CCN(Cc2ccc(F)cc2)C(=O)C1=O (stereo unspecified),9%,5,0%,x,x,x
Cc1ccc(S(=O)(=O)NC(C)C(c2cccs2)N2CCN(c3ccccc3)CC2)cc1 (stereo unspecified),u,-4,12%,u,u,-1%
Cc1ccc(SC(CC(=O)c2ccc(F)cc2)C(=O)O)cc1 (stereo unspecified),2%,4,0.5µM*,19%,-25%,-10%
CCOC(=O)C1CCN(C(=O)C2CCN(S(=O)(=O)N3CCC4(CC3)OCCO4)CC2)CC1,-11%,0,0%,4%,23%,3%
CC(C)N(C(=O)[C@H]1C[C@H](CC(=O)NCc2ccco2)C(=O)N2CCc3c([nH]c4ccc(Cl)cc34)[C@]12C)C(C)C,x,-11,x,u,218%[activator],x
O=C(CSc1oc(-c2ccc(F)cc2)nc1S(=O)(=O)c1ccc(F)cc1)NCC1CCCO1 (stereo unspecified),-10%,-25,-3%,-4%&-1%,-16%,0%
CCc1nnc(NC(=O)CSc2nnc(COc3ccc(C#N)cc3)n2-c2ccccc2)s1,u,42,0%,10%,1%,8%
CCN(CC)C(=O)Cn1c(=O)n(Cc2ccc(C(=O)NCCc3ccc(OC)c(OC)c3)cc2)c(=O)c2ccccc21,22%,17,0%,x,x,x
CCCc1cc2c(cc1NC(=O)c1ccc(C(C)(C)C)cc1)OCO2,0%,3,16%,u,-18%,-12%
COc1cc(C2c3c(-c4ccc(C)cc4)n[nH]c3C(=O)N2c2ccc(F)cc2)ccc1O (stereo unspecified),0%,u,-19%,x,x,x
C=C(C)C1Cc2c(C)nn(-c3cccc4cccnc34)c2C1 (stereo unspecified),2%,0,0%,-23%,45%,-6%
Cc1cccc(C(=O)O/N=C(\N)c2ccc(Br)cc2)c1,-2%,85,-24%,-12%,-28%,4%
Cc1ccc2[nH]c3c(N4CCN(Cc5ccc6c(c5)OCO6)CC4)ncnc3c2c1,-6%,u,2%,x,-36%,-4%
CC(=O)N1CCCc2cc(S(=O)(=O)N(C)CC(=O)Nc3ccc(C(C)C)cc3)ccc21,3%,-32,6%,x,x,x
Cc1ccc(Cn2ccnc2C(=O)Nc2ccccc2)cc1,u,93,-1%,19%,-27%,-7%
CCCCOC(=O)C1=C(C)NC(=O)NC1c1cccc([N+](=O)[O-])c1 (stereo unspecified),3%,-25,4%,-18%,-7%,-1%
COc1ccc(-c2[nH]ncc2CN2CCCC(C(=O)c3ccc(OC)cc3OC)C2)cc1 (stereo unspecified),9%,23,11%,8%,44%,2%
CSC1=N/C(=C\c2ccc(C)cc2)C(=O)S1,-2%,-4,-7%,8%,-26%,-2%
CC1(C)Cc2c(C#N)c(N)sc(=S)c2CO1,-15%,76,u,-15%,-38%,u
CC(=O)N/N=C/c1cc([N+](=O)[O-])ccc1OCCOc1ccccc1,-14%,0,47%[activator],u,-24%,-14%
COc1ccc(O)c(C=NCC(C)N=Cc2cc(OC)ccc2O)c1 (stereo unspecified),4%,12,-14%,12%,-19%,-28%
CCn1c(=O)c(C(=O)NCc2ccccn2)c(O)c2ccccc21,-16%,-28,0%,-21%,98%[activator],u
CCOC(=O)Cc1csc(NC(=O)/C=C\c2ccccc2Cl)n1,-4%,14,-13%,10µM*,-10%,-7%
N/C(CCCN1CCCCC1)=N/O,-10%,-20,-27%,-1%,-35%,5%
CC1CCN(c2nc3c(c(=O)[nH]c(=O)n3C)n2CC(C)CSc2nnnn2-c2ccccc2)CC1 (stereo unspecified),-6%,u,4%,5%,-14%,0%
CCc1nnc(NC(=O)c2nc3nccc(C)n3n2)s1,-10%,23,3%,13%,-6%,-17%
COC(=O)C1C(C(=O)OC)C1(c1ccccc1)c1ccccc1 (stereo unspecified),1%,0,0%,4%,-6%,-2%
O=C(Nc1ccc2c(c1)OCCO2)N1CCN(c2ccc(F)cc2)CC1,4%,u,-19%,u,-8%,19%
CCCCN(C(=O)C(C)N1C(=O)c2ccccc2C1=O)c1c(N)n(CCCC)c(=O)[nH]c1=O (stereo unspecified),-1%,-11,-1%,26%,-16%,x
Fc1cccc(Oc2nc3ccccc3n3cccc23)c1,3%,-10,-2%,u,-26%,-2%
Cc1c(NS(=O)(=O)c2ccc3c(c2)NC(=O)CC(=O)N3)cccc1[N+](=O)[O-],-3%,0,6%,8%,-36%,x
COc1ccc(CN(C)C(=O)C2CSC3(C)CCC(=O)N23)cc1OC (stereo unspecified),-3%,26,-11%,9%,-9%,x

# An excerpt from above in order of SMILES length, low to high.
SMILES,AmpC inh detg,HCMV inh,Sm TGR block,HCV inhibitor,AmpC inh no detg,Giardia FBPA inh
COc1ccc(O)c(C=NCC(C)N=Cc2cc(OC)ccc2O)c1 (stereo unspecified),4%,12,-14%,12%,-19%,-28%
Cc1c(NS(=O)(=O)c2ccc3c(c2)NC(=O)CC(=O)N3)cccc1[N+](=O)[O-],-3%,0,6%,8%,-36%,x
CC1CCN(c2nc3c(c(=O)[nH]c(=O)n3C)n2CC(C)CSc2nnnn2-c2ccccc2)CC1 (stereo unspecified),-6%,u,4%,5%,-14%,0%

# Next results:
SMILES,AmpC inh detg,HCMV inh,Sm TGR block,HCV inhibitor,AmpC inh no detg,Giardia FBPA inh
Cc1cccc(-n2ncc3c(Nc4c(C)n(C)n(-c5ccccc5)c4=O)ncnc32)c1,7%,-27,2%,-3%,11%,6%
O=C(NNc1ccccc1)Nc1ccccc1F,-3%,-25,7%,u,-10%,12%
COc1ccc(N(Cc2cccs2)C(=O)Nc2ccccc2)cc1,34%[activator],0,2%,x,x,x
COc1cccc(N2CCN(C(=O)CCC(=O)N3CCOc4ccc(C)cc43)CC2)c1,-6%,1,10%,-15%,194%[activator],-16%
Cc1cccc(N2C(=O)CC(=O)NC2=O)c1,-12%,-6,u,5%,-22%,0%
CC1CCC2(CC1)NC(=O)N(CC(=O)NC(=O)Nc1ccc3c(c1)OCCO3)C2=O (stereo unspecified),-6%,-23,8%,8%,4%,1%
COc1ccc(CCNC(=O)C(C)n2nc(C)c3sc4ccccc4c3c2=O)c(OC)c1 (stereo unspecified),6%,-30,u,x,x,x
CCS(=O)(=O)c1ccc(C(=O)Nc2ccccc2OC)c(Cl)c1Cl,-2%,-13,6%,10%,1%,1%
O=C(CSCC(=O)N1CCN(c2ccccc2)CC1)Nc1nc(-c2ccc(Cl)s2)cs1,-9%,-13,-2%,6.3µM*,-21%,-10%
CCC(C)[C@H](NS(=O)(=O)c1ccc(C)cc1)C(=O)N1CCC(C(=O)N[C@@H](Cc2ccccc2)C(=O)O)CC1 (stereo partly specified),1%,11,0%,6%,2%,5%
Cc1ccc(C)c(N(CC(=O)NC(C)(C)C)C(=O)CCC(=O)Nc2nccs2)c1,2%,7,-7%,9%,10%,13%
COc1ccc(N=C2SC(C(=O)Nc3ccc4c(c3)OCO4)CC(=O)N2C)cc1 (stereo unspecified),3%,-20,-3%,u,-4%,-8%
Cc1ccc(S(=O)(=O)NCCN2CCOCC2)c(C)c1C,2%,0,x,15%,-18%,1%
COC(=O)c1ccc(NS(=O)(=O)NC(=O)c2cn(C)c3ccccc23)cc1,1%,5,-14%,15%,-11%,6%
O=C(CN1C(=O)c2cccnc2Oc2ccc(Cl)cc21)N1CCCC1,1%,-34,13%,8%,-9%,x
CCC(=O)Nc1ccc(C(=O)CN2C(=O)NC3(CCOc4ccccc43)C2=O)cc1 (stereo unspecified),0%,7,-9%,-3%,-33%,x
COc1ccc(CCC(=O)Nc2cc(Cl)ccc2OC)cc1,-3%,-37,8%,u,-20%,8%
Cc1ccc(CNC(=O)CN(CCc2ccccc2)S(C)(=O)=O)cc1,-6%,-33,30%,0%,38%,5%
COc1ccc(-c2csc(NC(=S)NC(=O)/C=C/c3ccccc3)n2)cc1Br,5%,-18,-1%,u,-27%,1%
COCC(C)NC(=O)c1ccccc1OC(C)=O (stereo unspecified),-15%,-18,11%,0%,-11%,4%
COC(=O)[C@@]1(Cc2ccccc2)[C@H]2C(=O)N(C)C(=O)[C@H]2[C@H]2CN=C(SCc3ccc(Cl)cc3)N21,x,-5,x,-22%[8.37 µM],142%[activator],x
CCn1c(SCC(=O)Nc2cccc(NC(=O)c3ccco3)c2)nnc1-c1cccs1,1%,-5,-25%,-18%&-23%,-44%,-15%
COc1ccccc1CNC(=O)N1CCN(c2ccccc2C)CC1,-15%,-27,-6%,u,-2%,9%
O=C(NNC(=O)c1csc(-c2cccnc2)n1)c1ccccc1,-6%,19,2%,-3%,-13%,u
CC(C)C(OC(=O)c1ccco1)C(=O)NCc1ccccc1 (stereo unspecified),-3%,3,-1%,22%,-14%,4%
C[C@@H]([C@H](O)c1ccccc1)N(C)C(=S)Nc1ccccc1,-7%,16,2%,2%,-11%,-13%
Cc1ccc(OCc2ccc(C(=O)NNC(=S)NCC3CCCO3)o2)c([N+](=O)[O-])c1 (stereo unspecified),4%,21,1%,12%,-33%,x
CCOc1ccsc1C(=O)NNC(=O)c1ccco1,-10%,6,-1%,2%,-9%,x
CCOC(=O)N1CCN(CCC(=O)Nc2cccc(C)c2)CC1,0%,-31,-15%,7%,2%,u
O=S1(=O)OCCC(c2ccccc2)N1Cc1ccccc1 (stereo unspecified),u,38,10%,6%,-40%,4%

# Single entries from the list:
# Under HCV inhibitor, O=S1(=O)OCCC(c2ccccc2)N1Cc1ccccc1 (stereo unspecified) has 6%
# Under Giardia FBPA inh, CCn1c(SCC(=O)Nc2cccc(NC(=O)c3ccco3)c2)nnc1-c1cccs1 has -15%
# Under AmpC inh detg, COc1ccccc1CNC(=O)N1CCN(c2ccccc2C)CC1 has -15%
# Under Sm TGR block, Cc1ccc(OCc2ccc(C(=O)NNC(=S)NCC3CCCO3)o2)c([N+](=O)[O-])c1 (stereo unspecified) has 1%
# Under Sm TGR block, O=C(NNC(=O)c1csc(-c2cccnc2)n1)c1ccccc1 has 2%
# Under HCMV inh, CCOc1ccsc1C(=O)NNC(=O)c1ccco1 has 6
# Under HCV inhibitor, C[C@@H]([C@H](O)c1ccccc1)N(C)C(=S)Nc1ccccc1 has 2%
